EBNA-1 inh: blocks EBNA-1 binding to DNA; actives 0.34% (n = 300,000); EBNA-1 DNA binding, fluorescence polarization; AID 1950; inhibition, % at 14.8 µM; in the data active = inhibition above about 28%
MEP2 TOR yeast: modulators of TOR pathway MEP2-GFP in S. cerevisiae | S. cerevisiae MEP2-GFP strain, flow cytometry GFP, 3 h; 100% = DMSO control level | actives 0.51% (n = 330,000) | GFP response vs DMSO, % at 10 µM | AID 2016;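 active = GFP response versus DMSO above a set limit, roughly screen mean plus 3 SD, cut at about 180% in these data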;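 note: median GFP fluorescence of the barcode-gated MEP2-GFP cells per well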
RPL19A-GFP yeast: yeast TOR pathway RPL19A-GFP modulation; S. cerevisiae RPL19A-GFP strain, flow cytometry, 3 h; active compounds read low; actives 0.3% (n = 330,000); percent response vs DMSO, % at 10 µM; AID 2025;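 active = percent response vs DMSO below 50%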;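 note: median channel GFP fluorescence of the barcoded RPL19A-GFP strain; ratio of sample median GFP to plate DMSO average so 100% = DMSO; lower means less RPL19A-GFP as with rapamycin TOR inhibition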
proCasp3 act: activates human procaspase-3 | recombinant procaspase-3 D3A, Ac-DEVD-pNA absorbance 405 nm | activation, % at 8.5 µM | actives 0.11% (n = 330,000);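 active = activation above the mean of all tested compounds plus 3 SD, cut at about 21% in these data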;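 note: 0% = DMSO alone and 100% = DMSO wells spiked with extra 5 µM PC-3 D3A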
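Technique: 405 nm absorbance of p-nitroaniline, reads at 0 and 120 min; Test system: Procaspase-3 D3A mutant; Incubation: 1 h enzyme-compound preincubation, then 2 h substrate reaction, 25 °C; Repeats: singlicate, each compound tested once; Benchmarks: low control DMSO wells, high control DMSO plus 5 µM PC-3 D3A.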
procasp7 counter: counter-screen for procaspase-3 activators: activators of human procaspase-7. recombinant procaspase-7, Ac-DEVD-pNA absorbance 405 nm; D23A/D198A/D206A triple mutant, cannot self-cleave; scale: DMSO 0, 5 µM enzyme 100. P55210. AID 463210. activation, % at 8.5 µM. actives 0.093% (n = 330,000);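 active = percent activation above the screen-wide mean plus 3 SD, cut at about 25% in these data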
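System: Uncleavable procaspase-7 mutant enzyme; Amount: 2 µM procaspase-7 mutant as dispensed; Schedule: 1 h compound preincubation, 2 h substrate cleavage, 25 °C; Measured by: 405 nm absorbance of p-nitroaniline; Evaluation: percent activation from buffer-corrected 0–120 min absorbance change; Control set: low DMSO alone, high DMSO plus 5 µM PC-7.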
ZTA DNA inh: ZTA (EBV) inhibition in EBNA-1 counter-screen. P03206. ZTA-DNA binding, fluorescence polarization. inhibition, % at 11 µM. actives 0.15% (n = 320,000); in the data active = inhibition above about 33%
AHR act: activators of human aryl hydrocarbon receptor; P35869; AHR-responsive luciferase reporter cells, luminescence; activation, % at 5 µM; actives 2.5% (n = 320,000); AID 2796; in the data active = activation above about 47%;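 note: 0% = vehicle wells and 100% = reference agonist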
LAP4 TOR yeast: modulators of TOR pathway LAP4-GFP in S. cerevisiae. S. cerevisiae LAP4-GFP multiplex, flow cytometry GFP, 3 h; median GFP as percent of DMSO wells. GFP response vs DMSO, % at 10 µM. actives 0.34% (n = 320,000). AID 2023;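 active = GFP response vs DMSO above a set limit, about the screen mean plus 3 SD, cut at about 150% in these data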
The depositor's hits bear a star. Rows were taken by chance; 3.8% or so of the library scored in one or more.

What do the screens show for `Cc1ccccc1C(=O)Nc1cccc(NC(=O)Cn2cnc3c(=O)n(C)c(=O)n(C)c32)c1`?
EBNA-1 inh: 2; MEP2 TOR yeast: 98; RPL19A-GFP yeast: 98; proCasp3 act: 3; procasp7 counter: -4; ZTA DNA inh: 2; AHR act: 0; LAP4 TOR yeast: 97

Results for O=C(O)c1ccc(Nc2c3ccccc3nc3ccccc23)cc1 ?
EBNA-1 inh: -5; MEP2 TOR yeast: 114; RPL19A-GFP yeast: 117; proCasp3 act: -4; procasp7 counter: 0; ZTA DNA inh: -2; AHR act: 1; LAP4 TOR yeast: 106

What do the screens show for `COc1ccc(NC(=O)c2nc(C)n(-c3ccc([N+](=O)[O-])cc3)n2)cc1`?
EBNA-1 inh: 2; MEP2 TOR yeast: 98; RPL19A-GFP yeast: 94; proCasp3 act: 6; procasp7 counter: 13; ZTA DNA inh: 0; AHR act: -3; LAP4 TOR yeast: 105

Results for COc1ccc(-c2cc(C(F)(F)F)n3nc(C(=O)N4CCOCC4)c(Cl)c3n2)cc1 ?
EBNA-1 inh: -6; MEP2 TOR yeast: 96; RPL19A-GFP yeast: 97; proCasp3 act: 6; procasp7 counter: 4; ZTA DNA inh: 7; AHR act: 6; LAP4 TOR yeast: 103

What do the screens show for `O=S1(=O)CCOC[C@H](CC2CCCCC2)N1Cc1ccccc1`?
EBNA-1 inh: -8; MEP2 TOR yeast: 90; RPL19A-GFP yeast: 93; proCasp3 act: 9; procasp7 counter: -3; ZTA DNA inh: -13; AHR act: 0; LAP4 TOR yeast: 131

How did Cc1ccc(C(=O)Nc2ncc(Cc3ccccc3)s2)o1 do in these assays?
EBNA-1 inh: 3; MEP2 TOR yeast: 104; RPL19A-GFP yeast: 100; proCasp3 act: -10; procasp7 counter: 2; ZTA DNA inh: -4; AHR act: 41; LAP4 TOR yeast: 110

How did COc1ccc(CCNC(=O)C2CCN(S(=O)(=O)c3cccc4nonc34)CC2)cc1OC do in these assays?
EBNA-1 inh: 6; MEP2 TOR yeast: 98; RPL19A-GFP yeast: 96; proCasp3 act: -6; procasp7 counter: 2; ZTA DNA inh: 7; AHR act: 5; LAP4 TOR yeast: 99

Results for O=C(O)c1nc(-c2ccccc2)n(-c2ccccc2)n1 ?
EBNA-1 inh: 6; MEP2 TOR yeast: 85; RPL19A-GFP yeast: 92; proCasp3 act: 3; procasp7 counter: -1; ZTA DNA inh: 6; AHR act: 5; LAP4 TOR yeast: 90

What do the screens show for `CCOCCCNS(=O)(=O)c1ccc(OC)c(Cl)c1Cl`?
EBNA-1 inh: -10; MEP2 TOR yeast: 95; RPL19A-GFP yeast: 100; proCasp3 act: -12; procasp7 counter: -10; ZTA DNA inh: 4; AHR act: 12; LAP4 TOR yeast: 138

How did CC1Nc2ccccc2C(=O)N1NC(=O)c1ccc(Br)cc1 (stereo unspecified) do in these assays?
EBNA-1 inh: 8; MEP2 TOR yeast: 105; RPL19A-GFP yeast: 102; proCasp3 act: -12; procasp7 counter: 4; ZTA DNA inh: 4; AHR act: -2; LAP4 TOR yeast: 98

What do the screens show for `CC(C)(C)OC(=O)N[C@@H](Cc1ccccc1)C(=O)N[C@@H](CO)[C@H](O)[C@@H]1C[C@@H]1C(=O)N1CCCC1`?
EBNA-1 inh: -15; MEP2 TOR yeast: 95; RPL19A-GFP yeast: 106; proCasp3 act: 8; procasp7 counter: -11; ZTA DNA inh: -7; AHR act: 1; LAP4 TOR yeast: 130

Results for Cc1cc([N+](=O)[O-])nn1Cc1ccc(C(=O)N/N=C/c2ccc(N(C)C)cc2)cc1 ?
EBNA-1 inh: -4; MEP2 TOR yeast: 101; RPL19A-GFP yeast: 103; proCasp3 act: -1; procasp7 counter: -1; ZTA DNA inh: 16; AHR act: 1; LAP4 TOR yeast: 111

How did COC(=O)C1=C(C)NC(=O)C1(NS(=O)(=O)c1ccc(NC(C)=O)cc1)C(F)(F)F (stereo unspecified) do in these assays?
EBNA-1 inh: 2; MEP2 TOR yeast: 114; RPL19A-GFP yeast: 114; proCasp3 act: -3; procasp7 counter: 8; ZTA DNA inh: -5; AHR act: -2; LAP4 TOR yeast: 123

Results for c1ccc(-c2cccc(-c3ccccc3)n2)cc1 ?
EBNA-1 inh: 7; MEP2 TOR yeast: 158; RPL19A-GFP yeast: 105; proCasp3 act: 0; procasp7 counter: 15; ZTA DNA inh: -10; AHR act: 11; LAP4 TOR yeast: 108

Results for CCOC(=O)N1CCN(CC(=O)c2ccc(O)cc2O)CC1 ?
EBNA-1 inh: -21; MEP2 TOR yeast: 109; RPL19A-GFP yeast: 107; proCasp3 act: 4; procasp7 counter: -13; ZTA DNA inh: -3; AHR act: 2; LAP4 TOR yeast: 109

How did Cc1ccc2nc(Cl)c(CN(C(=O)c3cnccn3)C3CCCCC3)cc2c1 do in these assays?
EBNA-1 inh: 6; MEP2 TOR yeast: 97; RPL19A-GFP yeast: 91; proCasp3 act: 1; procasp7 counter: 14; ZTA DNA inh: -1; AHR act: 2; LAP4 TOR yeast: 89

Results for COc1ccc(-c2cc3nnc(-c4ccccc4)nc3s2)cc1 ?
EBNA-1 inh: 2; MEP2 TOR yeast: 105; RPL19A-GFP yeast: 100; proCasp3 act: 3; procasp7 counter: 7; ZTA DNA inh: 13; AHR act: 3; LAP4 TOR yeast: 95

Results for COC(=O)c1c(NC(=O)Cc2ccccc2)sc2c1C(C(=O)OC)CC2 (stereo unspecified) ?
EBNA-1 inh: 4; MEP2 TOR yeast: 100; RPL19A-GFP yeast: 101; proCasp3 act: -2; procasp7 counter: -1; ZTA DNA inh: -1; AHR act: 4; LAP4 TOR yeast: 108

What do the screens show for `O=C(NCCCN1CCCC1)Nc1cccc2ccccc12`?
EBNA-1 inh: -4; MEP2 TOR yeast: 104; RPL19A-GFP yeast: 97; proCasp3 act: 3; procasp7 counter: 9; ZTA DNA inh: 0; AHR act: 3; LAP4 TOR yeast: 96

Results for Cc1ccc(N2CCN(/N=C/C(Cl)=C/c3ccccc3)CC2)cc1 ?
EBNA-1 inh: 15; MEP2 TOR yeast: 103; RPL19A-GFP yeast: 100; proCasp3 act: 3; procasp7 counter: 6; ZTA DNA inh: 6; AHR act: -2; LAP4 TOR yeast: 106

Results for COc1ccc(N2C(=O)CC(Nc3ccc(C)cc3)C2=O)cc1 (stereo unspecified) ?
EBNA-1 inh: 0; MEP2 TOR yeast: 101; RPL19A-GFP yeast: 100; proCasp3 act: 2; procasp7 counter: 4; ZTA DNA inh: -10; AHR act: -2; LAP4 TOR yeast: 80

How did Cc1noc(C)c1COc1ccc(C(=O)NCCc2ccccn2)cc1 do in these assays?
EBNA-1 inh: 7; MEP2 TOR yeast: 108; RPL19A-GFP yeast: 97; proCasp3 act: 4; procasp7 counter: 11; ZTA DNA inh: 14; AHR act: 0; LAP4 TOR yeast: 103

Results for COC(=O)c1sc(SC)c(S(=O)(=O)C(C)C)c1N/N=C(\C#N)C(=O)c1ccccc1 ?
EBNA-1 inh: 14; MEP2 TOR yeast: 86; RPL19A-GFP yeast: 98; proCasp3 act: 15; procasp7 counter: 2; ZTA DNA inh: 2; AHR act: 2; LAP4 TOR yeast: 99

What do the screens show for `CCOC(=O)C1=C(CN2CCC(C)CC2)NC(=O)NC1c1ccc(Cl)cc1` (stereo unspecified)?
EBNA-1 inh: 6; MEP2 TOR yeast: 110; RPL19A-GFP yeast: 102; proCasp3 act: -1; procasp7 counter: 5; ZTA DNA inh: -11; AHR act: -1; LAP4 TOR yeast: 108

Results for Cc1cnc(C(=O)OCC(=O)Nc2ccc(OCc3ccccc3)cc2)cn1 ?
MEP2 TOR yeast: 106; RPL19A-GFP yeast: 100; proCasp3 act: -3; procasp7 counter: 1; ZTA DNA inh: -5; AHR act: 3; LAP4 TOR yeast: 100

Results for O=C(COC(=O)c1cc(-c2ccco2)nc2ccccc12)NCc1ccccc1 ?
EBNA-1 inh: 4; MEP2 TOR yeast: 109; RPL19A-GFP yeast: 102; proCasp3 act: -10; procasp7 counter: -3; ZTA DNA inh: 3; AHR act: 1; LAP4 TOR yeast: 103

Results for Cc1cc(NC(=O)COn2nnc3ccc(Cl)cc32)no1 ?
EBNA-1 inh: 5; MEP2 TOR yeast: 98; RPL19A-GFP yeast: 97; proCasp3 act: -1; procasp7 counter: -3; ZTA DNA inh: 3; AHR act: 3; LAP4 TOR yeast: 93

How did CC(C)C(NC(=O)c1cccs1)c1nnc(SCC(=O)Nc2nccs2)n1C (stereo unspecified) do in these assays?
EBNA-1 inh: -5; MEP2 TOR yeast: 115; RPL19A-GFP yeast: 86; proCasp3 act: -3; procasp7 counter: 10; ZTA DNA inh: 1; AHR act: 3; LAP4 TOR yeast: 98

How did Cc1cc(=O)oc2cc(NC(=O)c3cccc(Br)c3)ccc12 do in these assays?
EBNA-1 inh: 9; MEP2 TOR yeast: 111; RPL19A-GFP yeast: 109; proCasp3 act: -5; procasp7 counter: -6; ZTA DNA inh: -6; AHR act: 8; LAP4 TOR yeast: 100

What do the screens show for `CN1CCN(c2nc3c(c(=O)n(C)c(=O)n3C)n2Cc2cccc3ccccc23)CC1`?
EBNA-1 inh: 2; MEP2 TOR yeast: 105; RPL19A-GFP yeast: 101; proCasp3 act: 5; procasp7 counter: 15; ZTA DNA inh: 13; AHR act: 1; LAP4 TOR yeast: 106

What do the screens show for `CCOC(=O)/C=c1\s/c(=C\c2ccccc2C)c(=O)n1CC(=O)NCc1ccc2c(c1)OCO2`?
EBNA-1 inh: 13; MEP2 TOR yeast: 100; RPL19A-GFP yeast: 100; proCasp3 act: -3; procasp7 counter: -3; ZTA DNA inh: 17; AHR act: 4; LAP4 TOR yeast: 90

Some of these compounds in order of molecular weight, smallest number first:
Results for Cc1cnc(C(=O)OCC(=O)Nc2ccc(OCc3ccccc3)cc2)cn1 ?
MEP2 TOR yeast: 106; RPL19A-GFP yeast: 100; proCasp3 act: -3; procasp7 counter: 1; ZTA DNA inh: -5; AHR act: 3; LAP4 TOR yeast: 100

What do the screens show for `CCOC(=O)C1=C(CN2CCC(C)CC2)NC(=O)NC1c1ccc(Cl)cc1` (stereo unspecified)?
EBNA-1 inh: 6; MEP2 TOR yeast: 110; RPL19A-GFP yeast: 102; proCasp3 act: -1; procasp7 counter: 5; ZTA DNA inh: -11; AHR act: -1; LAP4 TOR yeast: 108

How did CC(C)C(NC(=O)c1cccs1)c1nnc(SCC(=O)Nc2nccs2)n1C (stereo unspecified) do in these assays?
EBNA-1 inh: -5; MEP2 TOR yeast: 115; RPL19A-GFP yeast: 86; proCasp3 act: -3; procasp7 counter: 10; ZTA DNA inh: 1; AHR act: 3; LAP4 TOR yeast: 98

What do the screens show for `CCOC(=O)/C=c1\s/c(=C\c2ccccc2C)c(=O)n1CC(=O)NCc1ccc2c(c1)OCO2`?
EBNA-1 inh: 13; MEP2 TOR yeast: 100; RPL19A-GFP yeast: 100; proCasp3 act: -3; procasp7 counter: -3; ZTA DNA inh: 17; AHR act: 4; LAP4 TOR yeast: 90

From PubChem
